High-throughput results from PubChem BioAssay.
MEX-5 binding: MEX-5 zinc finger RNA-binding disruptors – biochemical, C. elegans, fluorescence polarization, MLPCN library, primary screen. MEX-5/FITC-TCR2 RNA binding; hits give low values. activity score (negative = inhibition of binding), % at 10 µM. 0.38% of 300,000 active. AID 1832, 2009;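 active means inhibition past about -25% in most replicates, and total fluorescence under double the plate's negative control median, limit read from the data; inconclusive means replicates evenly split on the limit, or fluorescence at least double controls; inactive means too little inhibition in most replicates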;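 further: 0% = DMSO and -100% = 5 µM competing unlabeled TCR2 RNA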
Target sequence (Q9XUB2 whole entry, looked up): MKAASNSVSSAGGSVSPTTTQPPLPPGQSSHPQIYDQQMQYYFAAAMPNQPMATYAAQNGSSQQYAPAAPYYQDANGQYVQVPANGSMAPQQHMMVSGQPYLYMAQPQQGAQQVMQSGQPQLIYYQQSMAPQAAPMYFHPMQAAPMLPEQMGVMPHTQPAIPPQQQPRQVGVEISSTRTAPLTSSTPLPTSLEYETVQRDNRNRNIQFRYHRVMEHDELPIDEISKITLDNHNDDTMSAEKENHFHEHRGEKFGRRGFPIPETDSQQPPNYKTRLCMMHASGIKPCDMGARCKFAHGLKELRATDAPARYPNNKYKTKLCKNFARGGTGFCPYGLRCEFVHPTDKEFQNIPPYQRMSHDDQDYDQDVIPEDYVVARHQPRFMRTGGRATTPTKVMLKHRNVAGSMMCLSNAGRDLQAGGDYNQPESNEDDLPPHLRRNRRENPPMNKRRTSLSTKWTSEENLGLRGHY
Bcl-xL primary: inhibitors of human Bcl-xL, primary screen, biochemical, fluorescence polarization, HTS. Bcl-2-like protein 1 (Homo sapiens), Q07817. GST-Bcl-xL / FITC-Bim BH3 peptide fluorescence polarization. inhibition, % at 10.9 µM. 0.7% of 320,000 active. AID 2129, 2009;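 active means inhibition above the mean of all tested compounds plus 3 SD, cutoff set per campaign, cut at about 30% in these data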;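 further: 0% = DMSO wells and 100% = unlabeled Bim-BH3 peptide competitor; inhibitors lower millipolarization by displacing the labeled peptide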
Target sequence (Q07817 whole entry, looked up): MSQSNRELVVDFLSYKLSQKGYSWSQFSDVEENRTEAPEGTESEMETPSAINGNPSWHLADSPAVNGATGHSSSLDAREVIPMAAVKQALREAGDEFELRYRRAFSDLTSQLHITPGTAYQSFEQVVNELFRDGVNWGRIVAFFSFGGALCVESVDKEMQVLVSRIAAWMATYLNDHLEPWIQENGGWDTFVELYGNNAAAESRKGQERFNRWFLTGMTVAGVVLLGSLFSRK
GRK2 aptamer HTS: compounds blocking aptamer binding on GRK2 – biochemical, human GRK2, bead flow cytometry, HTS, primary screen. Beta-adrenergic receptor kinase 1 (Homo sapiens), P25098. FAM-aptamer displacement from GRK2. inhibition of aptamer binding, % at 10 µM. 0.59% of 330,000 active;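 active means inhibition of aptamer binding above 40%, roughly 3 SD of noise, on plates passing a quality check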;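 further: median bead fluorescence of bound FAM aptamer so fluorescent compounds give negative values; no value below 0 was filed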
GLD-1 TGE inh: GLD-1/TGE RNA complex disruptors, primary screen, biochemical, fluorescence polarization. Female germline-specific tumor suppressor gld-1 (Caenorhabditis elegans), Q17339. purified GLD-1 + fluorescein TGE RNA. inhibition, % at 5.96 µM. 0.44% of 320,000 active. AID 2280, 2010;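 active means percent inhibition above a per-plate cutoff, the plate mean of test compounds plus 3 SD, cut at about 30% in these data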;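 further: 0% = DMSO wells with GLD-1 and probe and 100% = wells lacking GLD-1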
CIT2 TOR yeast: modulators of CIT2-GFP expression in yeast, primary screen, S. cerevisiae, GFP fusion, multiplex flow cytometry, MLPCN library | S. cerevisiae CIT2-GFP strain, 3 h; 100 means same as DMSO wells | GFP response vs DMSO, % at 10 µM | 0.065% of 320,000 active;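 active means GFP response relative to DMSO above a set limit, near the screen mean plus 3 SD, cut at about 150% in these data; inconclusive means Fewer than 70 cells measured for a yeast strain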;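 further: ratio of well median GFP fluorescence to mean of DMSO wells on the plate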
AGP1-GFP MLPCN: modulators of AGP1-GFP expression in yeast TOR pathway, primary screen, cell-based, multiplex flow cytometry, S. cerevisiae, MLPCN library | 3 h; GFP as percent of DMSO wells | GFP response vs DMSO, % at 10 µM | 0.02% of 320,000 active | AID 2066, 2009;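 active means GFP response relative to DMSO above a set limit, near screen average plus 3 SD, cut at about 150% in these data; inconclusive means fewer than 70 cells counted for the yeast strain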;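 further: median GFP channel fluorescence of the gated AGP1 strain per well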
VLA-4 inh: inhibition in human VLA-4 binding assay, primary screen, VLA-4 allosteric modulator project, MLPCN library, flow cytometry, VLA-4 expressing cells; Integrin alpha-4 (Homo sapiens), P13612; ligand binding flow cytometry; inhibition, % (about 7 µM as worked out from the volumes in the protocol); 0.2% of 330,000 active; AID 2557, 2010; in the data active means inhibition above about 50%
CR mimetic SO: reduction of superoxide in aged yeast, primary screen, HTS. S. cerevisiae aged cells, superoxide DHE fluorescence; hits give low values. 0.18% of 330,000 active. superoxide response (% of plate mean), % at 10 µM;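 active means superoxide response under a set limit, about three screen SD below normal, cut at about 65% in these data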;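 further: yeast aged for seven days with compound at 30 °C before DHE staining; 100% = average MFI of all compound-treated wells on the plate with controls excluded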
MCL1-BIM inh: inhibitors of MCL1 binding to BIM-BH3, primary screen, biochemical, fluorescence polarization. inhibition, % at 10.9 µM. AID 2057, 2009. Induced myeloid leukemia cell differentiation protein Mcl-1 (Homo sapiens), Q07820. GST-MCL1 / FITC-Bim-BH3 fluorescence polarization. 0.68% of 320,000 active;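 active means inhibition above the mean inhibition of all tested compounds plus 3 SD, set per campaign, cut at about 40% in these data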;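 further: 0% = DMSO wells and 100% = unlabeled Bim-BH3 peptide control; higher means more loss of mP so more displacement of Bim peptide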
Target sequence (Q07820 whole entry, looked up): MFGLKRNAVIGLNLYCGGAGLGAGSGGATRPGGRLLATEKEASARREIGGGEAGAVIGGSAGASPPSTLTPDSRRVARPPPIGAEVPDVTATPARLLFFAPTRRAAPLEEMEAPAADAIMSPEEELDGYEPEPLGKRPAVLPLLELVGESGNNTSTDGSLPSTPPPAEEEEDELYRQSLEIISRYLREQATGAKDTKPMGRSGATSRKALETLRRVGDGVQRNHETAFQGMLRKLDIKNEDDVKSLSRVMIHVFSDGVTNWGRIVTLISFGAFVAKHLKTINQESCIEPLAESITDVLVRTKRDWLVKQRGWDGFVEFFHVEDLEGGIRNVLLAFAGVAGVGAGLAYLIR
An asterisk follows results filed as active; ? = inconclusive; . = not tested or not shown.

SMILES	MEX-5 binding	Bcl-xL primary	GRK2 aptamer HTS	GLD-1 TGE inh	CIT2 TOR yeast	AGP1-GFP MLPCN	VLA-4 inh	CR mimetic SO	MCL1-BIM inh
O=C(/C=C/c1ccccc1[N+](=O)[O-])NC1CCCC1	-3.7	1	3	1	95	86	-15	111	0
Cc1ccc(N(C=NC#N)CC(=O)N2CCN(c3ccccc3)CC2)cc1	4.3	6	0	-1	100	106	5	93	3
CCCN(CC(=O)Nc1cc(Cl)ccc1Cl)C(=O)c1ccccc1SCC(=O)N1CCCC1	0.2	-6	0	3	93	99	-9	107	-8
CCN(Cc1ccccc1)C(=O)CSc1nc(C)cc(=O)[nH]1	-0.5	3	0	0	91	88	-13	92	5
CCN1CCN(C(=O)CN(c2ccccc2C)S(C)(=O)=O)CC1	2.2	4	1	10	90	100	6	99	-3
O=C(Nc1nc2ccccc2[nH]1)c1cccs1	0.4	-2	0	-1	92	97	4	87	-2
Cc1ccc(C(=O)C(OC(=O)CN2C(=O)c3ccccc3C2=O)c2ccccc2)cc1C (centres undefined)	-1.7	2	3	2	106	105	-4	116	3
O=C(NC1CCCc2ccccc21)c1cc(S(=O)(=O)N2CCOCC2)ccc1F (centres undefined)	-0.1	0	0	10	87	91	11	94	-6
O=C(CSc1nc2cccnc2n1Cc1ccccc1)NCc1ccco1	-0.5	-4	5	2	?	?	-17	118	-14
C/C(=N\NC(=O)c1nnn(-c2nonc2N)c1CSc1ccccc1)c1cccnc1	-5.3	0	0	-11	112	112	4	90	2
CSc1ccc(S(=O)(=O)NCc2ccc(Cl)cc2Cl)cc1	0.2	1	3	8	81	90	-1	107	-1
CCc1cccc(C)c1NC(=S)NCC(c1cccnc1)N(C)C (centres undefined)	1.4	8	4	-1	104	100	2	98	16
CCCn1cnc2scc(-c3ccc(C)c(C)c3)c2c1=O	2.2	2	0	1	104	108	-5	103	2
CCc1nnc(SCC(=O)Nc2ccccc2)n1CC1CCCO1 (centres undefined)	-0.4	.	5	.	92	90	16	79	.
Cc1ccc(/C=C/C(=O)NCc2ccncc2)cc1	-3.5	6	1	1	114	110	10	104	4
Nc1nc(SCC(=O)Nc2ccc(S(N)(=O)=O)cc2)n[nH]1	-1.7	2	9	2	85	97	19	118	-3
Cc1nnc(C)c2c(C)n(-c3cccc4cccnc34)c(C)c12	-4.3	8	0	-2	93	99	7	106	6
O=C(NCCCn1ccnc1)c1ccc(Cl)cc1[N+](=O)[O-]	1.6	-2	0	-2	95	96	0	281	-2
O=C(Nc1cc(=O)[nH]c(=O)[nH]1)c1cccc(Br)c1	0.2	2	0	6	104	106	7	128	-2
Cc1cccc(C2=NNC(=O)C(c3ccc(Cl)cc3)C2)c1 (centres undefined)	-0.4	4	2	1	106	96	-5	109	5
CCN1C=C(Cc2ccccc2C)C2=C(C1)C(c1ccccc1C)C(C#N)=C(N)O2 (centres undefined)	4.7	11	0	25	112	96	-18	84	12
CC(=O)c1ccc(N2CCN(C(=O)C3CCN(S(=O)(=O)c4cccs4)CC3)CC2)cc1	-1.5	0	0	1	110	105	-18	100	2
CCOC(=O)c1c(C)[nH]c(C)c1S(=O)(=O)N(C)CC(=O)N1CCN(c2ccc(OC)cc2)CC1	2.3	15	0	-5	100	93	6	101	6
O=C(NCc1n[nH]c(=O)c2ccccc12)C1CC(=O)N(c2ccccc2)C1 (centres undefined)	-4.2	0	3	0	95	103	6	114	-6
O=C(COC(=O)c1ccc(O)cc1O)NC1CCS(=O)(=O)C1 (centres undefined)	1.6	-2	4	-3	104	106	-5	97	-4
COCCN(C(=O)COC(=O)CSc1ccc(Cl)cc1)c1c(N)n(Cc2ccccc2)c(=O)[nH]c1=O	1.0	1	1	9	89	96	4	111	3
CC1=CCC2C(=O)N(c3ccc(Br)cc3C)C(=O)C2C1 (centres undefined)	2.0	0	1	3	.	105	10	92	2
CC(C)=N/N=c1\scc(C)n1Cc1ccco1	3.9	2	0	0	105	116	29	96	-5
CCCc1nc2c(s1)CCc1onc(-c3ccc(OC)cc3)c1-2	-0.8	1	.	-1	94	91	7	93	13
CC(Oc1ccc2ccc(=O)oc2c1)C(=O)NC1CC(C)(C)NC(C)(C)C1 (centres undefined)	-2.5	-2	4	-1	94	102	7	81	-6
Cc1ccc(C)c(S(=O)(=O)N2CCN(C(=O)c3cnccn3)CC2)c1	1.5	-3	1	5	104	111	2	102	-4
CCOC(=O)CN1C(=O)C(C)(C)Oc2ccc(C(=O)Nc3ccccc3)cc21	-2.1	2	26	7	107	105	-13	93	1
Cc1c(OCC(=O)NCc2ccccn2)ccc2c3c(c(=O)oc12)CCCC3	2.1	5	1	0	87	18	8	86	1
Cc1cccc(CN(CC(=O)N/N=C/c2cccs2)S(=O)(=O)c2ccc(Cl)cc2)c1	-0.8	4	0	0	97	99	1	104	4
CC1CCC2(CC1)NC(=O)N(CC(=O)Nc1ccc3c(c1)OCCCO3)C2=O (centres undefined)	.	-5	0	3	81	93	8	112	-3
c1ccc(Nc2nc(NCC3CCCO3)c3ccccc3n2)cc1 (centres undefined)	-1.9	3	0	-9	88	91	22	103	4
Cc1ccc(S(=O)(=O)N2CCCCC2)cc1NC(=O)c1ccc(Br)o1	.	1	0	3	99	101	11	86	-2
Cc1noc(C)c1S(=O)(=O)N(C)C[C@H]1Oc2ccc(NC(=O)C3CCCCC3)cc2C(=O)N([C@H](C)CO)C[C@@H]1C	.	.	0	2	.	.	5	97	.
O=C(NCCc1cccc(C(F)(F)F)c1)C1CCC(=O)N(C2CC2)C1 (centres undefined)	1.4	6	2	1	104	112	-6	109	10
Cc1ccc2nc(NC(=S)NC(=O)c3ccco3)sc2c1	-0.8	4	0	2	?	?	7	102	8

Individual results from the list:
Cc1ccc(S(=O)(=O)N2CCCCC2)cc1NC(=O)c1ccc(Br)o1 | GRK2 aptamer HTS = 0
O=C(CSc1nc2cccnc2n1Cc1ccccc1)NCc1ccco1 | GLD-1 TGE inh = 2
Cc1cccc(C2=NNC(=O)C(c3ccc(Cl)cc3)C2)c1 (centres undefined) | MCL1-BIM inh = 5
O=C(NC1CCCc2ccccc21)c1cc(S(=O)(=O)N2CCOCC2)ccc1F (centres undefined) | MCL1-BIM inh = -6
c1ccc(Nc2nc(NCC3CCCO3)c3ccccc3n2)cc1 (centres undefined) | AGP1-GFP MLPCN = 91

Continuation.
SMILES	MEX-5 binding	Bcl-xL primary	GRK2 aptamer HTS	GLD-1 TGE inh	CIT2 TOR yeast	AGP1-GFP MLPCN	VLA-4 inh	CR mimetic SO	MCL1-BIM inh
O=C(CCC1CCCCC1)NCc1ccc(F)cc1	-0.4	3	8	0	89	92	10	100	-3
CCCCCCC1(C)NC(=S)N(c2ccccc2)N1 (centres undefined)	1.2	3	0	6	97	98	10	91	14
Cc1ccc(CN2CC(C(=O)NC3CCCC(C)C3C)CC2=O)cc1 (centres undefined)	.	6	2	3	103	111	-4	115	0
O=C(CCSc1nnc(-c2ccco2)o1)Nc1ccc(Cl)cc1	-0.3	0	0	2	89	100	15	96	7
CCO[C@H]1OC(C(=O)NCc2nc3ccccc3[nH]2)=C[C@@H](C)[C@@H]1CCCO	0.4	4	1	3	108	93	-3	100	5
COc1cc(OC)c(-c2nn3c(C4CCCCC4)nnc3s2)cc1OC	-1.3	2	0	-2	90	92	-130	146	5
CCOc1ccc2nc(NC(=O)COc3ccc(N(C)S(=O)(=O)c4ccc(C)cc4)cc3)sc2c1	0.7	2	1	-2	106	103	-5	105	6
COc1cccc(C(=O)Oc2cc3c4c(c2)C(C)=CC(C)(C)N4C(=O)C3=O)c1	0.7	-2	3	0	98	92	47	109	9
O=C(CSc1ccc(-c2ccco2)nn1)NCCc1ccccc1	0.4	8	0	-1	97	101	16	107	11
O=C(O)/C(=C\c1cccc(F)c1)c1ccc(S(=O)(=O)N2CCCCC2)s1	-0.1	4	5	5	96	95	13	97	11
COCCn1c(SCCCC(=O)c2ccc(Br)cc2)nnc1-c1ccncc1	1.3	-1	0	5	94	87	9	97	-7
CCCN(CCC)CCCn1c(=O)[nH]c2ccccc21	-3.3	1	2	1	97	100	10	99	1
Cn1c(CNC(=O)c2ccccc2F)nnc1SCc1ccc(F)cc1	1.2	3	0	3	97	102	-8	118	0
Cc1ccccc1NC(=S)N/N=C/C(C)c1ccccc1 (centres undefined)	-0.9	-5	2	-6	86	98	-5	85	0
CN(CCNS(=O)(=O)c1ccc2c(c1)oc(=O)n2C)Cc1ccccc1	0.5	3	2	5	125	108	10	109	4
Cc1ccc(NC(=O)C2CCN(S(C)(=O)=O)CC2)cc1C	1.5	3	1	2	96	97	9	111	6
OCC1(Cc2cccc(F)c2)CCN(Cc2ccc3cccc(F)c3n2)CC1	-3.7	2	0	-4	105	100	0	90	3
CCOC(=O)c1cc2sccc2n1CC(=O)Nc1ccc(OC)c(OC)c1	-2.0	4	0	6	104	108	3	88	0
Cc1ccc(-n2nc3c(=O)n(C(C)C(=O)NCc4ccco4)nc(C)c3c2C)cc1 (centres undefined)	0.3	10	0	-5	111	107	4	83	13
COc1ccccc1N1CCN(S(=O)(=O)CCNC(=O)CC2CCCCC2)CC1	-1.6	2	2	1	95	98	-4	102	6

In the list so far, these contain two or more sulfur atoms:
SMILES	MEX-5 binding	Bcl-xL primary	GRK2 aptamer HTS	GLD-1 TGE inh	CIT2 TOR yeast	AGP1-GFP MLPCN	VLA-4 inh	CR mimetic SO	MCL1-BIM inh
CSc1ccc(S(=O)(=O)NCc2ccc(Cl)cc2Cl)cc1	0.2	1	3	8	81	90	-1	107	-1
Nc1nc(SCC(=O)Nc2ccc(S(N)(=O)=O)cc2)n[nH]1	-1.7	2	9	2	85	97	19	118	-3
CC(=O)c1ccc(N2CCN(C(=O)C3CCN(S(=O)(=O)c4cccs4)CC3)CC2)cc1	-1.5	0	0	1	110	105	-18	100	2
Cc1cccc(CN(CC(=O)N/N=C/c2cccs2)S(=O)(=O)c2ccc(Cl)cc2)c1	-0.8	4	0	0	97	99	1	104	4
Cc1ccc2nc(NC(=S)NC(=O)c3ccco3)sc2c1	-0.8	4	0	2	?	?	7	102	8
CCOc1ccc2nc(NC(=O)COc3ccc(N(C)S(=O)(=O)c4ccc(C)cc4)cc3)sc2c1	0.7	2	1	-2	106	103	-5	105	6
O=C(O)/C(=C\c1cccc(F)c1)c1ccc(S(=O)(=O)N2CCCCC2)s1	-0.1	4	5	5	96	95	13	97	11

No enrichment for hits; any-hit rate near 2.1%.
